Bioassay records as filed in PubChem.
HDAC3 inhib: human HDAC3 inhibition | O15379 | recombinant HDAC3, fluorogenic peptide/trypsin coupled, fluorescence | inhibition, % at 8.3 µM | 0.15% of 320,000 active | AID 2718; in the data active = inhibition above about 26%, passing the limit was not always enough; inconclusive = no clear call, values can overlap the other calls
TMEM16A act: activates or potentiates the mouse TMEM16A chloride channel. HEK293 TMEM16A/YFP-H148Q/I152L, iodide quench fluorescence; hits give low values. B-score at 10 µM. 0.3% of 340,000 active. AID 623877;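 active = fluorescence-ratio B-score plate-corrected deviation score at least 3 library SD below zero, with starting fluorescence score within 5 deviations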;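 also: channel opened by trigger with iodide after compound preincubation; score built on the fluorescence ratio of max minus min over baseline; more negative score means more quench and so TMEM16A activation or potentiation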
Target sequence (Q8BHY3 whole entry, looked up): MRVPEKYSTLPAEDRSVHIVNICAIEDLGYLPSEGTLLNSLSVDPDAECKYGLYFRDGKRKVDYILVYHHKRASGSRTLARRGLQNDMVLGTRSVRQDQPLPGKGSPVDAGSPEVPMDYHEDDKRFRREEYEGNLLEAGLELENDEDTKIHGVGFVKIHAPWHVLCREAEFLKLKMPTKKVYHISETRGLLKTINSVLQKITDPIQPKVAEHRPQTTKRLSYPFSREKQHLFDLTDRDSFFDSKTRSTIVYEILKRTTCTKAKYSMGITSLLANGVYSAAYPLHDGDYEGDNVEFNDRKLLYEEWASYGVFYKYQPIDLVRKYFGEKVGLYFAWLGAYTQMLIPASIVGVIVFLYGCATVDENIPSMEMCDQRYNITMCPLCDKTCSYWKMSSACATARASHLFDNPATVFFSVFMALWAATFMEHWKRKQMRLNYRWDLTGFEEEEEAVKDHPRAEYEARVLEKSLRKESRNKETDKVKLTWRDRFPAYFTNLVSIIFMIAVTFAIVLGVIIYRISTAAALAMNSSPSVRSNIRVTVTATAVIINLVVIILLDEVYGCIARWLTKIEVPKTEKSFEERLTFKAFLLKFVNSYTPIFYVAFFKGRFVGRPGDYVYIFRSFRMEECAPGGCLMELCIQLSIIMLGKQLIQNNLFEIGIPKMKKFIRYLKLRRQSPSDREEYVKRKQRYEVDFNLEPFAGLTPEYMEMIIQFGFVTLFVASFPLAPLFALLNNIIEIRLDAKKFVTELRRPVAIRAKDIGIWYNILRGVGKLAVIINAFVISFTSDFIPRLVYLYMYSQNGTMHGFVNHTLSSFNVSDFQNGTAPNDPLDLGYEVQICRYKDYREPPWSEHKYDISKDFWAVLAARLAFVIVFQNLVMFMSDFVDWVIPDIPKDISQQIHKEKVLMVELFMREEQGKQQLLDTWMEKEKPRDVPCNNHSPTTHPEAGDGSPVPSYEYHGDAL
* marks the source's active call; other numbers are inactive results; i = inactive; ? = inconclusive.

Start of the data: the first three compounds as a preview:
structure	HDAC3 inhib	TMEM16A act
COc1ccccc1C(=O)NCCC(=O)NC1CCCCCC1	-3.8	i
O=C(NNc1c(F)c(F)cc(F)c1F)C1CCN(S(=O)(=O)c2ccccc2F)CC1	3.8	i
CCOC(=O)C1=C(COC(=O)c2sccc2C)NC(=O)NC1C (stereo unspecified)	0.0	i

Main list, from the start:
structure	HDAC3 inhib	TMEM16A act
COc1ccccc1C(=O)NCCC(=O)NC1CCCCCC1	-3.8	i
O=C(NNc1c(F)c(F)cc(F)c1F)C1CCN(S(=O)(=O)c2ccccc2F)CC1	3.8	i
CCOC(=O)C1=C(COC(=O)c2sccc2C)NC(=O)NC1C (stereo unspecified)	0.0	i
CC1(C(=O)OCC(=O)Nc2ccc(S(=O)(=O)N3CCOCC3)cc2)CC1(Cl)Cl (stereo unspecified)	?	i
CCOc1ccc(NC(=O)[C@@H]2CCCN2C(=O)c2cccs2)cc1S(=O)(=O)N1CCCCC1	7.5	i
Cc1ccc(C)c(S(=O)(=O)N2CCN(C(=O)[C@@H]3CCCN3C(=O)c3cccs3)CC2)c1	-1.5	i
CCC1Nc2ncnc(N3CCOCC3)c2N(Cc2ccc(Br)cc2)C1=O (stereo unspecified)	4.3	i
Cc1cccc(NC(=O)CN2CCN(C(=O)C3CCC3)CC2)c1C	-4.9	i
COc1ccc(NC(=O)Nc2ccc3c(c2)C(=O)N([C@H](C)CO)C[C@H](C)[C@@H](CN(C)C(=O)Nc2ccc(C(F)(F)F)cc2)O3)cc1	15.8	i
COc1ccc(NC(=O)Nc2cccc3c2O[C@H](CN(C)C(=O)NC(C)C)[C@@H](C)CN([C@H](C)CO)C3=O)cc1	-1.9	i
CCCCc1nnc(NC(=O)c2ccc(S(=O)(=O)N3CCOCC3)cc2)s1	-1.6	i
Cc1cccc(OCCCC(=O)NNC(=O)c2ccc(F)cc2)c1	-7.1	i
O=C(NNC(=O)C1CCC1)c1ccccc1	-2.9	i
COc1cc2c(C#CCCCO)c(-c3ccsc3)oc(=O)c2cc1OC	-5.8	i
O=S(=O)(c1ccc(=S)[nH]c1)N1CCCCC1	-3.1	i
COC(=O)c1ccc(NC(=O)COC(=O)C2=NN(c3ccccc3)C(=O)CC2)cc1	-3.1	i
O=C(c1cc(Br)ccc1O)N1CCN(S(=O)(=O)Cc2ccccc2)CC1	6.0	i
CCC(=O)c1ccc(OCC(=O)N2CCN(C(=O)c3ccccc3)CC2)cc1	-1.9	i
CCOc1ccc(NC(=O)CN2CCCC2c2cccs2)cc1S(=O)(=O)N1CCCCC1 (stereo unspecified)	-1.1	i
CCN(CC)S(=O)(=O)c1ccc(C(=O)NNC(=O)C2COc3ccccc3O2)cc1 (stereo unspecified)	-2.9	i
COc1ccc(Cl)cc1NC(=O)CN(C)C(=O)CCc1nc2ccccc2c(=O)[nH]1	2.4	i
O=C(CN1CCN(S(=O)(=O)c2ccc(Cl)c(Cl)c2)CC1)N1CCCC1	-1.4	i
CN(CC(=O)Nc1ccccc1Br)C(=O)c1ccccc1Cc1ccccc1	-1.7	i
CN(CC(=O)Nc1cccc2ccccc12)C(=O)c1ccc(F)cc1F	3.0	i
CCOC(=O)C1CCCN(C(=O)COc2ccc(C(=O)c3ccc(F)cc3)cc2)C1 (stereo unspecified)	0.3	i
CC(C)C[C@@H](CN1C(N)=NC[C@@H]1C)NC(=O)CC12CC3CC(CC(C3)C1)C2	-2.5	i
COc1cc(OC)cc(-c2c(-c3ccc(F)cc3)c3cc(-c4cccc5[nH]ccc45)ccc3n2C)c1	0.6	i
CC(OC(=O)CCN=C1NS(=O)(=O)c2ccccc21)C(=O)Nc1ccc(S(N)(=O)=O)cc1 (stereo unspecified)	6.3	i
Cc1nn(CC(=O)NC2CC2)c(C)c1S(=O)(=O)NC(C)(C)C	13.1	i
COc1ccc(NCC(=O)Nc2cccc(C(F)(F)F)c2)cc1S(=O)(=O)N1CCOCC1	2.9	i

2 records picked at random from the list so far, as already listed:
structure	HDAC3 inhib	TMEM16A act
O=C(c1cc(Br)ccc1O)N1CCN(S(=O)(=O)Cc2ccccc2)CC1	6.0	i
COc1ccc(NCC(=O)Nc2cccc(C(F)(F)F)c2)cc1S(=O)(=O)N1CCOCC1	2.9	i

Next part
structure	HDAC3 inhib	TMEM16A act
N#CCCCc1cc2cc(F)ccc2cn1	-2.6	i
O=C(COC(=O)c1cc(Cl)nc(Cl)c1)NCc1ccc2c(c1)OCO2	-2.3	i
O=C(Cn1cnc2c(NC(=O)OCc3ccccc3)ncnc21)NCCN1CCOCC1	0.1	i
CCC(=N\NC(=O)COc1ccccc1OC)/C(CC)=N/NC(=O)COc1ccccc1OC	-0.7	i
Cc1nc(SCC(=O)NC2CCCCC2C)nc(C)c1C (stereo unspecified)	2.5	i
CN(Cc1ccco1)C(=O)CN1C(=O)NC2(CCCC2)C1=O	1.1	i
CC(C)C(NC(=O)c1ccc(Cl)cc1Cl)C(=O)N1CCN(S(=O)(=O)c2ccccc2)CC1 (stereo unspecified)	1.4	i
O=C(C[C@@H]1C/C=C/CC[C@@H](Cc2ccc(F)cc2)C(=O)O[C@H](c2ccccc2)CNC1=O)NCCO	-6.0	i
COc1ccccc1NS(=O)(=O)c1ccc(C)c(C(=O)Nc2cc(C)on2)c1	4.2	i
CC1CC(C)CN(C(=O)c2cccc(N3C(=O)c4ccccc4C3=O)c2)C1 (stereo unspecified)	2.8	i
CN(C(=O)COC(=O)CCC(=O)c1ccc(F)cc1)C1CCCCC1	2.2	i
COc1cccc(NC(=O)CN(C)C(=O)c2ccc3c(c2)C(=O)N(CCC(C)C)C3=O)c1	8.9	i
Cc1ccccc1/C=N/NC(=O)c1ccc(-n2cnnn2)cc1	-3.9	i
C=CCn1c(O)c(N=Nc2ccccc2O)c2ccccc21	-0.2	i
CCC(=O)c1ccc(OCC(=O)Nc2ccc(S(=O)(=O)Nc3cc(C)nc(C)n3)cc2)cc1	-0.4	i
COC(=O)[C@H](Cc1ccc(O)cc1)NC(=O)Cn1ccc(NC(=O)OCc2ccccc2)nc1=O	-2.1	i
O=C1C=C(c2cccc(CO)c2)C[C@@H](c2ccc(F)cc2)C1	0.4	i
Cc1ccsc1C(=O)OCc1nnc(-c2ccccc2)o1	-3.8	i
CNc1snc(C)c1C(=O)OC(C)C(=O)Nc1cccc(C)c1 (stereo unspecified)	-0.7	i
COc1ccc(OC)c(CN2CCN(C(=O)c3ccc(S(=O)(=O)Nc4ccccc4F)cc3)CC2)c1	1.2	i
COc1ccc2sc(-c3ccc(N(C)C)cc3)c(-c3ccc4cc[nH]c4c3)c2c1	-56.7	i
COc1ccc(C)cc1NC(=O)CCCN1C(=O)NC(C)(C)C1=O	-2.3	i
COc1ccc(CCNC(=O)COC(=O)c2ccccn2)cc1	-7.9	i
Cc1cccc(NC(=O)CSc2nc3ccccc3c(=O)n2CC2CCCO2)c1 (stereo unspecified)	-7.2	i
O=C(CN1C(=O)NC(Cc2ccccc2)C1=O)Nc1ccc(F)c(Cl)c1 (stereo unspecified)	-2.4	i
Cc1cc(C(=O)O[C@H]2[C@H](Cc3ccccc3)NS(=O)(=O)[C@H]3C[C@@H]4C=C[C@]23O4)ccc1[N+](=O)[O-]	-0.3	i
Cc1cc(NS(=O)(=O)c2ccc(NC(=O)c3cnc(Cl)c(Cl)c3)cc2)nc(C)n1	-3.8	i
CC1CCC(NC(=O)c2cc(S(=O)(=O)N3CCCCC3)ccc2N2CCOCC2)CC1 (stereo unspecified)	2.3	i
COc1cc(C(=O)NCC2CCCCC2)ccc1OCc1c(C)noc1C	-0.3	i
CCN(CC)C(=O)c1[nH]cnc1C(=O)NCc1ccc(CNC(=O)OC(C)(C)C)cc1	7.9	i
COC(=O)c1ccc(CNC(=O)c2ccc3c(c2)S(=O)(=O)N=C2CCCCCN23)cc1	3.2	i
CS(=O)(=O)c1ccc(C(=O)OCC(=O)NC(=O)C2COc3ccccc3O2)cc1[N+](=O)[O-] (stereo unspecified)	-11.5	i
O=C(COC(=O)c1ccccc1F)Nc1ccc(S(=O)(=O)N2CCOCC2)cc1	-4.0	i
CCOC(=O)c1sc(NC(=O)c2c(CC)noc2C)nc1C	4.5	i
Cc1ccc(NC(=O)CN2CCCC2c2cccn2C)c(Br)c1 (stereo unspecified)	1.7	i
Cc1cccc(C)c1N1C(=O)CC(N2CCN(S(=O)(=O)c3ccccc3F)CC2)C1=O (stereo unspecified)	-5.2	i
COc1ccccc1NS(=O)(=O)c1cccc(NC(=O)CCNC(=O)c2ccccc2OC)c1	-0.8	i
COc1ccc(C(=O)NCC(=O)OCc2nc(N)nc(Nc3ccccc3C)n2)cc1	-1.2	i
Cc1cccc(Oc2ccccc2NC(=O)C2=COCCO2)c1	5.5	i
CCN(CC(=O)Nc1ccc(Br)cc1)C(=O)c1nc2nc(C)cc(C)n2n1	-0.2	i
CC1(c2ccc3c(c2)OCCO3)NC(=O)N(CC(=O)Nc2ccccc2SCC#N)C1=O (stereo unspecified)	-9.1	i
CC1Cc2ccccc2N1S(=O)(=O)c1cccc(C(=O)OCC(=O)N2CCOCC2)c1 (stereo unspecified)	1.5	i
CC1CCC(NC(=O)COC(=O)CNC(=O)c2ccc3ccccc3c2)CC1 (stereo unspecified)	9.7	i
COc1ccc(CC(=O)Nc2nc(C)cs2)cc1S(=O)(=O)N1CCOCC1	5.9	i
C[C@H](CO)N1C[C@H](C)[C@@H](CN(C)S(=O)(=O)c2ccc(F)cc2)Oc2c(NC(=O)NC3CCCCC3)cccc2C1=O	2.6	i
Cc1ccc(C(=O)OCC(=O)N2CCC(c3ccccc3)=N2)cc1	-5.0	i
CCOc1ccc(S(=O)(=O)Nc2cc(S(=O)(=O)N3CCOCC3)ccc2OC)cc1	1.3	i
COc1ccc(CCC(=O)OCC(=O)c2ccc[nH]2)cc1OC	-5.3	i
Cc1ccc(OCCNC(=O)CCNC(=O)c2ccc(Cl)cc2)cc1	3.0	-25.9*
COc1ccc(NC(=O)COC(=O)c2cc3c(s2)CCC3)cc1	0.9	i

Profiles, quoted from the list. Screens in order: HDAC3 inhib, TMEM16A act
Entry for `Cc1ccc(OCCNC(=O)CCNC(=O)c2ccc(Cl)cc2)cc1` : 3.0, -25.9*
Entry for `C[C@H](CO)N1C[C@H](C)[C@@H](CN(C)S(=O)(=O)c2ccc(F)cc2)Oc2c(NC(=O)NC3CCCCC3)cccc2C1=O` : 2.6, i

Following part
structure	HDAC3 inhib	TMEM16A act
CCOc1ccc(NC(=O)CN(C)C(=O)CCSc2ccc(F)cc2)cc1OCC	2.5	i
CC[C@@H]1CCCCc2ccccc2[C@@H](C(=O)C[C@H](O)CC(C)=O)OC1=O	-4.0	i
COc1ccccc1N(CC(=O)Nc1cc(C)on1)S(=O)(=O)c1cccc(C(F)(F)F)c1	12.3	i
O=S(=O)(NC1CCN(S(=O)(=O)c2ccc3c(c2)OCCO3)C1)c1c(F)cccc1F (stereo unspecified)	3.4	i
Cc1cccc(NC(=O)c2nc[nH]c2C(=O)NCCN(CCNC(=O)c2[nH]cnc2C(=O)Nc2cccc(C)c2)CCNC(=O)c2[nH]cnc2C(=O)Nc2cccc(C)c2)c1	9.3	i
Cc1ccc(S(=O)(=O)N[C@H](C(=O)NC2CCC(C)CC2)C(C)C)cc1 (stereo partly specified)	1.2	i
CN(Cc1ccc(Cl)c(Cl)c1)C(=O)C1CSC2(C)CCC(=O)N12 (stereo unspecified)	-0.2	i
CCC(CO)Oc1cc(NCc2ccc(C)cc2)c2ncn(C(C)C)c2c1 (stereo unspecified)	3.1	i
COc1cccc(NC(=O)COC(=O)Cn2c(C)csc2=O)c1	-1.6	i
O=C(CSc1ncnc2ccccc12)N1CCNC1=O	0.6	i
CC1CCCC(NC(=O)CSc2ncnc3ccccc23)C1C (stereo unspecified)	10.9	i
COc1ccc(OCc2nnc(SCC(=O)Nc3cccc(C(C)=O)c3)o2)cc1	4.3	i
CCc1cccc(C)c1NC(=O)CCCN1C(=O)NC(C)(C)C1=O	-1.6	i
Cc1ccc(S(=O)(=O)Nc2c(C)n(C)n(-c3ccccc3)c2=O)cc1C(=O)NCc1ccccc1	1.3	i
O=C(c1cc(C2CC2)nn1-c1ccccc1)N1CCN(S(=O)(=O)c2cccc(F)c2)CC1	-1.7	i
O=C(COc1ccc(Cl)cc1Br)Nc1cccc(S(=O)(=O)N2CCCC2)c1	-5.4	i
CC(C)[C@H](NC(=O)c1ccccc1F)C(=O)OCC(=O)NC1CC1	0.0	i
O=C(OC1CCOC1=O)C1CCN(S(=O)(=O)c2ccccc2)CC1 (stereo unspecified)	-4.5	i
CC1(C)CC2CC(C)(CN2S(=O)(=O)c2ccccc2[N+](=O)[O-])C1 (stereo unspecified)	4.4	i
CCN1CCN(CC(=O)Nc2cc(S(=O)(=O)N3CCCCC3)ccc2Cl)CC1	7.2	i

These rows are one share of the data; rates above refer to the full screens.
